RNase H inhibition: RNase H inhibition, HIV 1 Gag Pol polyprotein, FRET biochemical assay, screening (AID 372); HIV-1 RT RNase H, FRET RNA/DNA substrate fluorescence; higher % means a stronger effect; 100,000 compounds, 0.77% hits; inhibition, % at 10 µM, or IC50 in µM where a hit was titrated; in the data active = inhibition above about 50%
* hit, by the source's call. This is a subset; rates above refer to the full screens.

item	canonical_smiles	RNase H inhibition
1	O=S(=O)(c1cccc2ccccc12)n1nnc2ccccc21	5%
2	COc1ccc(NC2CC(=O)N(c3ccc(F)cc3)C2=O)cc1 (centres undefined)	10%
3	CC1=NN(c2cccc(C(=O)O)c2)C(=O)/C1=C\c1cccs1	13%
4	CCCOC(=O)c1ccc(NC(=S)Nc2ccc(F)cc2)cc1	8%
5	CC(C)CCNC(=S)Nc1ccc(Cl)cc1Cl	0%
6	CCOC(=O)C1=C(C)N=c2s/c(=C\c3cccc(OCc4ccccc4Cl)c3)c(=O)n2C1c1ccc(N(C)C)cc1 (centres undefined)	1%
7	O=C(Nc1ccc2c(c1)OCO2)C(F)(F)C(F)(F)C(F)(F)F	13%
8	COc1ccccc1/C=C1\SC(=S)N(NC(=O)c2ccc([N+](=O)[O-])cc2)C1=O	10%
9	O=C(/C=C/c1ccco1)Nc1ccc(-c2nc3ncccc3o2)cc1	3%
10	COC(=O)CCC(=O)Nc1ccc(C(C)=O)cc1	0%
11	CCSCCOC(=O)C1=C(C)NC2=C(C(=O)CC(c3ccc(Cl)cc3)C2)C1c1ccc(OC)cc1 (centres undefined)	12%
12	Cc1nnc(NC(=O)C(Sc2ccccc2)c2ccccc2)s1 (centres undefined)	3%
13	COc1ccc(CC(=O)Nc2cccc(I)c2)cc1OC	2%
14	COc1ccc(N(CC(=O)O)S(=O)(=O)c2ccccc2)cc1Cl	15%
15	CCOC(=O)Cn1cc(/C=C2\C(=O)NC(=O)N(c3cccc(Br)c3)C2=O)c2ccccc21	31%
16	COc1ccc(CNC(=O)C(=O)N/N=C/c2cccc(Br)c2)cc1	3%
17	NC(=O)c1cc(NC(=O)c2cccc([N+](=O)[O-])c2)ccc1Cl	4%
18	C=CCOc1c(Br)cc(/C=c2\sc3n(c2=O)C(c2ccc(Cl)cc2)C(C(=O)OCC)=C(C)N=3)cc1OC (centres undefined)	0%
19	COC(=O)c1cccc(-n2c(C)cc(/C=C(\C#N)C(=O)Nc3ccc(OC)cc3)c2C)c1	13%
20	COc1ccc(C(=O)Nc2ccccc2)cc1NC(=O)c1cccs1	16%
21	Cc1c(Cl)cccc1-c1ccc(/C=N/n2cnnc2)o1	43%
22	CC1CCN(C2(O)C(=O)Nc3ccc(Br)cc32)CC1 (centres undefined)	14%
23	CC(C)(C)c1ccc(OCCN2CCCCC2)cc1	13%
24	COc1ccc(C2(CNC(=O)CC(c3ccccc3)c3ccccc3)CCCC2)cc1OC	24%
25	Cc1ccc(-c2noc(/C=C/c3ccccc3)n2)cc1	0%
26	O=C1C(=O)N(c2cccnc2)C(c2ccc3c(c2)OCO3)/C1=C(\O)c1ccc(Cl)cc1 (centres undefined)	0%
27	COC(=O)NC(NC(=O)OC)c1ccc(F)cc1	5%
28	C=CCN1C(=O)/C(=C\c2cc(I)c(O)c(OC)c2)C(=O)NC1=S	23%
29	CC(=O)Oc1ccc(/C=C2\C=C(c3ccc(Cl)cc3)OC2=O)cc1Br	6%
30	CCOc1cc(/C=C2\SC(=O)N(C)C2=O)ccc1OCc1ccc(C)cc1	9%
31	Cc1ccc(Nc2nc(-c3ccc(OCc4ccc(Br)cc4)cc3)cs2)cc1	14%
32	CCOc1ccc(NC(=O)C(=O)N/N=C/c2cccc3ccccc23)cc1	15%
33	CCOc1ccc(/C=N\N2CCN(c3ccccc3OC)CC2)cc1	9%
34	CCCCOc1ccc(C(=O)Nc2ccccc2-c2nc3ccccc3s2)cc1	7%
35	Cc1cc(Cl)ccc1OCC(O)CN1CCN(c2ccccc2F)CC1 (centres undefined)	23%
36	O=C(Oc1ccc([N+](=O)[O-])c(Cl)c1)c1c(F)cccc1F	4%
37	COc1ccccc1/C=C(/C#N)c1nc2ccccc2[nH]1	15%
38	O=C(c1cnn2c(C(F)(F)F)cc(-c3ccc4c(c3)OCO4)nc12)N1CCOCC1	4%
39	CCN(CC)S(=O)(=O)c1ccc(Cl)c(C(=O)Oc2ccc([N+](=O)[O-])cc2)c1	5%
40	Cc1cc(/C=C2\C(=O)NC(=O)N(c3cccc(F)c3)C2=O)c(C)n1-c1cccnc1	12%
41	C=CCc1ccc(OCCCOc2ccc(C)cc2Br)c(OC)c1	29%
42	COc1cc(C=C2C(=O)N(C)C(=O)N(C)C2=O)cc(Cl)c1OCCOc1ccccc1	0%
43	O=C(Nc1ccc(Cl)cc1Cl)c1nn2c(C(F)(F)F)cc(-c3cccs3)nc2c1Br	1%
44	CC(C)(C)c1cc(CCC(=O)OCCOC(=O)CCc2cc(C(C)(C)C)c(O)c(C(C)(C)C)c2)cc(C(C)(C)C)c1O	27%
45	Cc1ccc(OCC(=O)N/N=C\C=N/NC(=O)COc2ccc(C)cc2)cc1	26%
46	COc1cc(OC)c(C2N(Cc3ccccc3)CCN2Cc2ccccc2)cc1Br	9%
47	CCOc1cccc(C2NC(=O)NC(C)=C2C(=O)OCc2ccc(OC)cc2)c1 (centres undefined)	20%
48	Cc1ccc(NNC2=NC(CO)(CO)COC2=O)cc1	6%
49	O=C1c2cccc3c([N+](=O)[O-])ccc(c23)C(=O)N1n1cnnc1	2%
50	CC1=C(C(=O)OCC(C)C)C(c2cc3c(cc2Br)OCO3)NC(=O)N1C (centres undefined)	24%
51	CCc1ccc(NC(=O)C(=O)NCCN2CCN(C(=O)c3ccccc3Br)CC2)cc1	15%
52	COc1cc(/C=C2/SC(=S)N(C)C2=O)cc(Br)c1OCc1ccc(F)cc1	10%
53	COc1ccc(Br)cc1/C=N\NC(=O)c1cncc(Br)c1	3%
54	O=C(N/N=C\c1ccc(OC(=O)c2ccc(Br)cc2)cc1)c1ccc(Br)cc1	14%
55	O=C(Nc1cc([N+](=O)[O-])ccc1F)c1cc(I)ccc1Cl	5%
56	O=C(CCc1c[nH]c2ccccc12)NN=C(/C=C/c1ccccc1)/C=C/c1ccccc1	21%
57	CCCCOC(=O)c1ccc(NC(=O)CSc2nnc(-c3ccco3)n2-c2ccccc2)cc1	0%
58	CCOC(=O)N1CCN(C(=O)Nc2cccc3ccccc23)CC1	11%
59	CC1(C)CC(=O)C(C(c2ccc(I)cc2)C2C(=O)CC(C)(C)CC2=O)C(=O)C1	0%
60	CCN1C(=O)/C(=C\c2ccccc2)C(C(=O)OC)=C1C	1%

Five records picked at random from those above:
item	canonical_smiles	RNase H inhibition
50	CC1=C(C(=O)OCC(C)C)C(c2cc3c(cc2Br)OCO3)NC(=O)N1C (centres undefined)	24%
53	COc1ccc(Br)cc1/C=N\NC(=O)c1cncc(Br)c1	3%
52	COc1cc(/C=C2/SC(=S)N(C)C2=O)cc(Br)c1OCc1ccc(F)cc1	10%
55	O=C(Nc1cc([N+](=O)[O-])ccc1F)c1cc(I)ccc1Cl	5%
58	CCOC(=O)N1CCN(C(=O)Nc2cccc3ccccc23)CC1	11%

Quoted from the listing:
cpd 60 in RNase H inhibition is entered as 1%
cpd 57 in RNase H inhibition is entered as 0%

New compounds follow.
item	canonical_smiles	RNase H inhibition
61	Cc1cc2c(N=NC(=O)c3cc(O)cc(O)c3)c(O)[nH]c2cc1Br	0%
62	COc1cc(/C=C(/NC(=O)c2ccccc2)C(=O)NCCCO)c([N+](=O)[O-])cc1OC	4%
63	N#Cc1c(/N=C/N2CCCC2)sc2c1CCCC2	14%
64	O=C(N1CCN(C(c2ccccc2)c2ccccc2)CC1)C12CC3CC(CC(C3)C1)C2	25%
65	CCCNC(C)C(=O)C12CC3CC(CC(C3)C1)C2 (centres undefined)	4%
66	COc1ccc(NC(=O)C(=O)NCCc2ccc(OC)c(OC)c2)c(OC)c1	11%
67	CCCCCCOc1ccc(N2C(=O)CC(NCc3ccc(OC)cc3)C2=O)cc1 (centres undefined)	42%
68	O=c1nc(N2CCOCC2)nc(N2CCOCC2)[nH]1	0%
69	O=C(NCc1ccccc1Cl)c1cccc(I)c1	0%
70	Cn1c(CN2CCCC2)c(-c2ccccc2)c2cc([N+](=O)[O-])ccc21	8%
71	COc1ccc(N2C(=O)C3C(c4ccccc4Cl)OC4(C(=O)c5ccccc5C4=O)C3C2=O)c(OC)c1 (centres undefined)	0%
72	CCOC(=O)COc1ccc(C=C2C(=O)NC(=S)NC2=O)cc1OCC	9%
73	O=C(/C=C/c1ccc([N+](=O)[O-])cc1)Nc1ccc2c(c1)OCO2	5%
74	O=C(c1ccccc1)c1ccc(O)c(O)c1	60%*
75	Cc1cc(Cl)ccc1NC(=O)C1CCCN1C(=O)OC(C)(C)C (centres undefined)	7%
76	CCCCC(=O)Nc1ccc(-c2nc3cc(C)c(C)cc3o2)cc1	43%
77	NNC(=O)CNC(c1ccccc1)c1cc(Br)ccc1NC(=O)CN1CCOCC1 (centres undefined)	9%
78	O=[N+]([O-])c1ccc(N[C@@H]2OC[C@@H](O)[C@H](O)[C@@H]2O)cc1	2%
79	COc1cc(C2=Nc3ccc(Br)cc3C(c3ccccc3)N2CC(=O)NN)cc(OC)c1OC (centres undefined)	2%
80	O=C(Nc1ccc(F)cc1)c1ccc([N+](=O)[O-])cc1	0%
81	O=C(Cn1cc(/C=C2\SC(=S)NC2=O)c2ccccc21)Nc1ccccc1	27%
82	O=P(c1ccccc1)(c1ccccc1)c1nc(-c2ccc(Cl)cc2)oc1N1CCOCC1	20%
83	COc1ccc(C(=O)Nc2ccc(C)c(C)c2)cc1	8%
84	CCOc1cc(C=C2C(=O)NC(=O)NC2=O)ccc1OC(=O)c1ccc(C)cc1	36%

Another view of 3 compounds above:
[35] Cc1cc(Cl)ccc1OCC(O)CN1CCN(c2ccccc2F)CC1 (centres undefined)
  RNase H inhibition = 23%

[36] O=C(Oc1ccc([N+](=O)[O-])c(Cl)c1)c1c(F)cccc1F
  RNase H inhibition = 4%

[37] COc1ccccc1/C=C(/C#N)c1nc2ccccc2[nH]1
  RNase H inhibition = 15%

The list goes on.
item	canonical_smiles	RNase H inhibition
85	NC1=C(Cl)C(=O)c2c(cccc2[N+](=O)[O-])C1=O	8%
86	CCCCC1CC1C(=O)Nc1ccc(Cc2ccc(NC(=O)C3CC3CCCC)cc2)cc1 (centres undefined)	8%
87	COc1ccc(S(=O)(=O)Nc2ccc3ccccc3c2)cc1OC	3%
88	OCc1cccc(N=Cc2ccc3ccccc3c2)c1	43%
89	O/N=C(/CCC/C(=N/O)c1ccc(F)cc1)c1ccc(F)cc1	4%
90	COc1ccc(/C=C2\C(=O)NC(=O)N(c3ccc(C)c(C)c3)C2=O)cc1	2%
91	COc1ccc(S(=O)(=O)N(CC(=O)NCc2ccco2)c2ccc(C)cc2)cc1Br	16%
92	Cc1ccc(-c2cc(C(=O)Nc3nc(-c4ccccc4)c(C)s3)c3ccccc3n2)s1	3%
93	COc1cc(/C=C(/C#N)C(=O)Nc2cccc(C)c2)ccc1OCC#N	13%
94	COc1ccc(S(=O)(=O)Nc2cc(Br)c(O)c(Br)c2)cc1	6%
95	Cc1nc2cc(S(=O)(=O)N(C)C)ccc2n1-c1ccccc1	4%
96	O=[N+]([O-])c1ccccc1/C=N/Nc1nnc(-c2ccccc2)c(-c2ccccc2)n1	5%
97	O=C(NCCC1=CCCCC1)c1ccc(-c2ccccc2)cc1	8%
98	Cc1ccccc1OCCOc1cccc(/C=C2/SC(=S)N(C)C2=O)c1	13%
99	Cc1ccc(/C=C2\SC(=S)N(CCC(=O)Nc3ccccc3C(F)(F)F)C2=O)cc1	4%
100	Cn1c(=O)c2c(ncn2CC(=O)Nc2ncccn2)n(C)c1=O	3%
101	Cc1ccc(N(CC(=O)Nc2c(C)n(C)n(-c3ccccc3)c2=O)S(=O)(=O)c2ccccc2)cc1	0%
102	O=C(Cc1ccccc1)Nc1nc(-c2ccc3c(c2)Cc2ccccc2-3)cs1	12%
103	O=[N+]([O-])c1ccc(-c2ccc(/C=C/c3ccncc3)o2)cc1	0%
104	O=C(Nc1cccc(NS(=O)(=O)c2ccccc2)c1)c1ccccc1Cl	15%
105	COc1ccc(/C(C)=N\NC(=S)Nc2cccc(C)c2)cc1	5%
106	CC(=O)c1ccc2c(c1)C1C=CCC1C(c1ccc([N+](=O)[O-])cc1)N2 (centres undefined)	32%
107	Fc1ccc(CSc2nnc(-c3ccco3)n2-c2ccccc2)cc1	5%
108	COc1ccc(N2COc3ccc4c5c(c(=O)oc4c3C2)CCC5)cc1	20%

Exported with each value named: part of the list above
81	O=C(Cn1cc(/C=C2\SC(=S)NC2=O)c2ccccc21)Nc1ccccc1
  RNase H inhibition: 27%
82	O=P(c1ccccc1)(c1ccccc1)c1nc(-c2ccc(Cl)cc2)oc1N1CCOCC1
  RNase H inhibition: 20%

Next part:
item	canonical_smiles	RNase H inhibition
109	CCOC(=O)C1=C(CC)NC2=C(C(=O)CCC2)C1c1ccc(Cl)cc1Cl (centres undefined)	7%
110	O=C1NC(=O)N(c2ccc(Cl)cc2)C(=O)/C1=C/c1ccc(O)c(Cl)c1	10%
111	O=c1c(/C=C(\O)c2ccccc2)nc2ccccc2n1-c1ccccc1	9%
112	N#CC1=C(N)n2c(s/c(=C\c3ccncc3)c2=O)=C(C#N)C1c1ccncc1 (centres undefined)	14%
113	CC1=NN(c2ccc(Cl)c(C(=O)O)c2)C(=O)/C1=C\c1ccc(-c2ccc(Cl)c(Cl)c2)o1	29%
114	COc1ccccc1C(=O)Nc1ccccn1	12%
115	OCCNCCCOc1ccc2ccccc2c1	12%
116	N#C/C(=C/c1ccc(Sc2ccccc2)o1)C(=O)NCc1ccccc1	25%
117	Cn1c(O)c(C=Nc2ccc([N+](=O)[O-])cc2)c(=O)n(C)c1=O	4%
118	COc1cc(/C=C2/SC(=S)NC2=O)ccc1OCc1ccccc1C#N	46%
119	CCOC(=O)C1=C(C)N=c2s/c(=C\c3c[nH]c4ccccc34)c(=O)n2C1c1ccc(OC)c(OC)c1 (centres undefined)	0%
120	CCOc1ccc(S(=O)(=O)Nc2ccc(Cl)cc2)cc1	10%
121	COc1ccc(-c2cc(=O)oc3cc(OC(C(=O)O)c4ccccc4)ccc23)cc1 (centres undefined)	4%
122	CCCNC(=O)c1cc2nc(-c3ccc(OC)cc3)cc(C(F)(F)F)n2n1	10%
123	COc1cccc(C2C(C(C)=O)=C(O)C(=O)N2CCN2CCNCC2)c1 (centres undefined)	0%
124	O=[N+]([O-])c1ccc(NCCNS(=O)(=O)Cc2ccccc2)c(Cl)c1	18%

Screens from PubChem.
